From PubChem
GFP derepression = epigenetic GFP locus derepression in mouse cells | Potency, µM (titrated, usually from 46.1 µM), without a hit: at the highest dose GFP derepression (activation) | hit rate 0.09% among 68,000 | AID 597 | mouse C127i GFP locus derepression, cytometry, 30 h; further: % of control where 0% means no effect
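Derepression screen: silenced CMV-GFP reporter in murine C127i cells, 30 h compound incubation at 37 C, washed cells imaged by laser-scanning cytometer to enumerate GFP-expressing objects of 20 to 120 um.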
ALOX15 inhib = 15-hLO (ALOX15) enzyme inhibition. AID 887. P16050. hit rate 1.4% among 74,000. purified 15hLO-1, xylenol orange hydroperoxide absorbance. Potency, µM (titrated, usually from 57.1 µM), without a hit: at the top dose activity change, negative = inhibition, actives largely listed as inhibitors; further: potency means the concentration at half of the fitted maximal effect; on the % scale 0 is the no-effect control and ±100 the full control effect; nearly all actives have a fitted effect of over 55% in size
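Inhibition is scored from a chromogenic endpoint. After 15 min enzyme-compound contact, arachidonic acid (50 uM final) reacts 6 min with 40 nM 15hLO-1 at room temperature, then Fe-XO reagent is added for 30 min and absorbance ratio recorded.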
BRCT PPI red = disrupts BRCA1 BRCT binding to phosphoprotein, red fluorophore readout; Potency, µM (top dose mostly 76.9 µM), for the others: top-dose activity change, negative = inhibition, usual class: inhibitors; hit rate 0.03% among 75,000; P38398; BRCT-phosphopeptide binding, red fluorescence polarization; further: on the % scale 0 is the no-effect control and ±100 the full control effect
Target sequence (P38398 whole entry, looked up): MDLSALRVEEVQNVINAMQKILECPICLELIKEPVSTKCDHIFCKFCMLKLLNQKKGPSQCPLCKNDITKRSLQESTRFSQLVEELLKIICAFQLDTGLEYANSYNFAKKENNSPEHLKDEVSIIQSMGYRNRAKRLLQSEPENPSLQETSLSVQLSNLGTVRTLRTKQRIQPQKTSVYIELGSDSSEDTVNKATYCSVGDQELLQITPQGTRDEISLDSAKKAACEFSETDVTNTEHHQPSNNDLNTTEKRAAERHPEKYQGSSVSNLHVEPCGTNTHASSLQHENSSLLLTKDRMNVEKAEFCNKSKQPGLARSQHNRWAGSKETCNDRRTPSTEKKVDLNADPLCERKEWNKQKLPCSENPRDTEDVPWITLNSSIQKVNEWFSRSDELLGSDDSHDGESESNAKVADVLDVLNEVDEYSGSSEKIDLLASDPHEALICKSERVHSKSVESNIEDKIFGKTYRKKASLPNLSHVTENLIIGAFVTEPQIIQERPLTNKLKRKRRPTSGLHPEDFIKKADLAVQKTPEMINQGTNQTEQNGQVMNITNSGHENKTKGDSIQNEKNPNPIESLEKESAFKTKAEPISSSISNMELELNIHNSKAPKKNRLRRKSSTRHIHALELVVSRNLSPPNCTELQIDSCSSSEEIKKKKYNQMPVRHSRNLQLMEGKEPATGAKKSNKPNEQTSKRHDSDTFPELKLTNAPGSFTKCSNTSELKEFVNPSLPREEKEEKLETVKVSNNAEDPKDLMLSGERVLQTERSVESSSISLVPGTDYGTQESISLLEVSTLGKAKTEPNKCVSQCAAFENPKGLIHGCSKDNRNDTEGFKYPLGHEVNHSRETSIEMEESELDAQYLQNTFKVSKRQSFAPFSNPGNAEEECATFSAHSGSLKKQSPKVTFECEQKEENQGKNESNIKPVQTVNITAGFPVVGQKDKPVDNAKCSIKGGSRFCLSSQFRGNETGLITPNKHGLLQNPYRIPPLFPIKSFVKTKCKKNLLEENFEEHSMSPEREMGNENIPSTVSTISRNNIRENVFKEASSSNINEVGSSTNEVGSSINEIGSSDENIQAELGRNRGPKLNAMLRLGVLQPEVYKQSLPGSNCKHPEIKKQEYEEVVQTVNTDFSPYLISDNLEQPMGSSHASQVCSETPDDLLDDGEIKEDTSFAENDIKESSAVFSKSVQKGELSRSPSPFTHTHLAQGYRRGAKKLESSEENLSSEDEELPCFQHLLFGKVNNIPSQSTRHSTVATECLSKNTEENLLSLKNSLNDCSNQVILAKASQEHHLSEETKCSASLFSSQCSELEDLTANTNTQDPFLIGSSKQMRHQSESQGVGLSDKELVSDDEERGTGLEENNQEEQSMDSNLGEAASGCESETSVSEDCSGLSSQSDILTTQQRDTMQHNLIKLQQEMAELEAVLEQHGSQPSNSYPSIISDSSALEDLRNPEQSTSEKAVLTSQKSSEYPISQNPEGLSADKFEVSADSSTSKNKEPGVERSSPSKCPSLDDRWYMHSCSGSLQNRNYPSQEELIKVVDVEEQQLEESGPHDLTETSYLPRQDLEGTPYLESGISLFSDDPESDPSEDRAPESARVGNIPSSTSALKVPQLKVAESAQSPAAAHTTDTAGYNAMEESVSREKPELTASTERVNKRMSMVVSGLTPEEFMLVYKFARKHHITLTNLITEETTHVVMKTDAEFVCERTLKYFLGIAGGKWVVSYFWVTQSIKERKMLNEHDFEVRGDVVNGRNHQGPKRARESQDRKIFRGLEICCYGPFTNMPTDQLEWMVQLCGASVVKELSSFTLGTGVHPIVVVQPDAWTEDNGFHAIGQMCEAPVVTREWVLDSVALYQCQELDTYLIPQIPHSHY
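Rhodamine-labelled pBACH1 10-mer (100 nM) bound to BRCT domain (100 nM) at pH 7.3; compounds incubated 12 min room temperature, polarization read. Free peptide defines full inhibition; unlabelled decapeptide titrated as control.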
Ub-GFP proteasome = inhibits proteasome, raising ubiquitin-GFP reporter fluorescence | Ubiquitin-GFP reporter cells, proteasome inhibition, GFP fluorescence; response scale: untreated = 0%, 10 µM MG-132 = 100% | Potency, µM (doses to about 45.9 µM), without a hit: at the top dose activation (GFP accumulation), most hits filed as activators | 67,000 tested, under 10 active | AID 526; active means well fitted activation curve with a large enough effect, not every such curve was filed as active; inconclusive means small, poorly fitted or top-dose-only effect, or another doubt; inactive means no such curve, though single readings can be large or run the other way; further: potency means the concentration at half of the fitted maximal effect
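GFP accumulation read-out: laser plate cytometry counting ubiquitin(G76V)-GFP-expressing U2OS cells after 4 hr compound exposure at 37 °C. Titrations spanned 46 uM to 2.9 nM; 0% = basal, 100% = 10 uM MG-132; concentration-response curves fitted.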
CRE-bla Fsk = modulators of forskolin-stimulated CRE signaling in CHO cells | hit rate 2.5% among 71,000 | AID 662 | Potency, µM (highest dose often 38.2 µM), for inactives: top-dose activity change, negative = inhibition, most hits filed as activators | CHO CRE-bla reporter (cAMP response element driving beta-lactamase), forskolin EC10, beta-lactamase ratio; active means well fitted activation curve with a large enough effect in the signal ratio, with a control signal flat, not every such curve was filed as active; inconclusive means small, poorly fitted or top-dose-only effect, or effect the other way, or a change in a side signal; the % refers to the signal ratio; further: potency means the concentration at half of the fitted maximal effect; % of control where 0% means no effect
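AC50 values, positive or negative, reflect shifts in EC10 NKH 477-induced CRE-bla reporter activity in CHO cells. Incubation lasted 3 h at 37 °C before CCF4 substrate (2 h, room temperature) and ratiometric 460/530 nm reading.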
4-MU autofl = 4-MU region autofluorescence | compound autofluorescence, 340/450 nm, 4-MU equivalents; hits give high values | max dye-equivalent concentration, M | hit rate 11% among 59,000 | AID 589; in the data active means max dye-equivalent concentration above about 10 nM; inconclusive means mostly about 1.1 nM to 9.6 nM
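Compounds in 100 mM Tris, pH 8.0, incubated 15 min at room temperature, then fluorescence read at 340 nm excitation/450 nm emission. Signal converted to 4-MU dye-equivalent concentration using an on-plate six-point 4-MU standard curve.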
Hsp90 Hop PPI = changes Hsp90-Hop TPR2A binding signal, up or down | AID 595 | AlphaScreen TPR2A-His6 binding biotin-Hsp90 C-terminal peptide | Potency, µM (highest dose often 57 µM), without a hit: top-dose activity change, negative = inhibition | hit rate 0.44% among 71,000; active means well fitted curve in either direction with a large enough effect; inconclusive means small, poorly fitted or top-dose-only effect, or another doubt; further: potency means the concentration at half of the fitted maximal effect; on the % scale 0 is the no-effect control and ±100 the full control effect; many of its hits are not listed in these tables
BRCT inh green = BRCA1 BRCT-phosphoprotein interaction inhibition; P38398; BRCA1 BRCT-phosphopeptide binding, green fluorescence polarization; Potency, µM (doses to about 76.9 µM), inactives show at the top dose activity change, negative = inhibition, hits mostly inhibitors; hit rate 0.05% among 75,000;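 further: potency means the concentration at half of the fitted maximal effect; plate controls were peptide without protein for full effect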
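Fluorescence polarization: His-tagged BRCT (~35 kDa BRCA1 C-terminus, 250 nM) bound to 100 nM fluorescein-labeled phosphorylated 10-aa BACH1 peptide, pH 7.3 phosphate buffer with DTT and Tween 20. Compounds incubated 12 min at room temperature; inhibition read as lowered polarization.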
Pol III holo inh = inhibitors of bacterial DNA polymerase III holoenzyme; reconstituted DNA polymerase III holoenzyme replication, biochemical; AID 603; hit rate 0.25% among 71,000; Potency, µM (highest dose often 57.1 µM), inactives show at the highest dose activity change, negative = inhibition; further: potency means the concentration at half of the fitted maximal effect; on the % scale 0 is the no-effect control and ±100 the full control effect
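Reconstituted *E. coli* holoenzyme (0.35 nM Pol III, 1 nM beta, 154 nM SSB, 2 nM primase) was preincubated with compound for 15 min at RT. Synthesis on 1.4 nM ssM13Gori ran 35 min, then was stopped with PicoGreen/EDTA and read as dsDNA fluorescence.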
HBB splice mod = hemoglobin beta splicing modulation. HBB splicing reporter cell assay, activation; EGFP reporter with mutant IVS2-654 intron; response scale: normalised to 500 nM splice-correcting PNA. Potency, µM (titrated, usually from 46.1 µM), inactives show top-dose activation, usual class: activators. hit rate 0.06% among 65,000. AID 925; further: potency means the concentration at half of the fitted maximal effect; 0% is about no effect
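HeLa cells stably expressing EGFP interrupted by mutant beta-globin intron 2 (IVS2-654), 500/well in 2% FCS. Treated with compound for 2 days at 37C. Splicing correction scored as total well GFP intensity (488 nm excitation, 500-520 nm emission); 500 nM antisense PNA served as control.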
A350 fluor = compounds fluorescent in Alexa 350 spectral region; AID 590; max dye-equivalent concentration, M; hit rate 11% among 59,000; Compound autofluorescence, 340/450 nm, Alexa 350 dye-equivalents; hits give high values; in the data active means max dye-equivalent concentration above about 10 nM; inconclusive means mostly about 1.1 nM to 9.6 nM
Numbers without * were called inactive; i = inactive; ? = inconclusive; nt = not tested or not shown; [ ] = dose if it differs, or a comment. Unless noted, the call rests on the fitted dose curve; in most records, active means well fitted curve in the direction sought with a large enough effect; inconclusive means small, poorly fitted or top-dose-only effect, or another doubt; inactive means no such curve, though single readings can be large; an effect the other way counts as inactive or inconclusive.

SMILES | GFP derepression | ALOX15 inhib | BRCT PPI red | Ub-GFP proteasome | CRE-bla Fsk | 4-MU autofl | Hsp90 Hop PPI | BRCT inh green | Pol III holo inh | HBB splice mod | A350 fluor
N#Cc1nc(N2CCCCC2)nc(N2CCOCC2)n1 | 0% | 8% | 0.3% | 1% | ? | i | 0% | -1.5% | 3% | 0.9% | ?
Cc1ccccc1-n1nnc2c(=O)oc3ccccc3c21 | ? | -12% | 0.5% | -10% | ? | i | -1% | 1.1% | -2% | -0.2% | i
COC(=O)c1ccc(-c2n[nH]c(=O)c3ccccc23)cc1 | 2% | -3% | -1.0% | 3% | 2% | i | 0% | -2.6% | -2% | 0.9%[57.5 µM] | i
Cc1cccc(-c2c3c(=O)n(C)c(=O)n(C)c3cn2CC2CCCO2)c1 (configuration not stated) | 6% | 3% | 0.6% | 3% | 1% | i | -1% | -1.2% | -2% | 0.5%[57.5 µM] | i
CC1(C)C(=O)Nc2ccccc2N1C(=O)COc1ncnc2ccccc12 | 5% | 5% | -1.3% | 3% | ? | i | -10% | -1.0% | -4% | -4.0% | i
CCOCCCNC(=O)c1ccc(OC(C)=O)cc1 | 2% | 7% | 0.7% | -1% | 0% | i | -5% | -1.9% | 1% | -1.7% | i
Nc1c(C(=O)NCCN2CCOCC2)c2nc3ccccc3nc2n1-c1cccc(F)c1 | 0% | -9% | 1.7% | 2% | 7.9µM* | 2.2e-06M* | 21% | -2.1% | -2% | -0.1% | 3.2e-06M*
CCn1c(COc2ccccc2)nnc1SCC(=O)Nc1ccc2c(c1)OCCO2 | -2% | 5% | 0.3% | -2% | -13% | i | 4% | -1.4% | 3% | 0.9%[57.5 µM] | i
CCOc1ccc2nc(NC(=O)CSc3nc4c(c(=O)n(C)c(=O)n4C)n3CC)sc2c1 | 0% | 4% | -1.7% | 0% | 13% | i | -1% | 1.5% | -1% | -0.6% | i
COc1ccc(/C(O)=C2/C(=O)C(=O)N(CCCN(C)C)C2c2ccc(Cl)cc2)cc1OC (configuration not stated) | 0% | -9% | 0.2% | -8% | -4% | nt | -3% | -2.2% | 6% | -3.4% | nt
CCOC(=O)C1CN(c2cc3c(cc2F)c(=O)c(C(=O)O)cn3CC)OC1C(=O)OCC (configuration not stated) | 0% | 0% | -1.8% | -3% | -4% | i | -2% | -1.0% | 1% | 1.5%[57.5 µM] | ?
COc1ccc(OCC(=O)Nc2ccc(NC(=O)c3ccco3)cc2)cc1 | 0% | 0% | -0.2% | 1% | -2% | nt | 0% | 0.7% | -4% | -0.9%[9.22 µM] | nt
Cc1ccccc1OCC(=O)Nc1ccccc1CO | 2% | 3% | 0.5% | -7% | -5% | nt | 2% | -1.6% | -12% | -0.8%[9.22 µM] | nt
CCCCOc1ccc(S(=O)(=O)Nc2cccnc2)cc1 | 0% | 0% | 0.2% | 0% | 8% | i | 4% | -0.6% | -1% | -1.0% | i
CCOC(=O)C1CCN(Cc2c(F)cccc2Cl)CC1 | -6% | 2% | -0.4% | -4% | -21% | i | 1% | -1.3% | -5% | -0.7% | i
CCCc1[nH][nH]c(=O)c1C(c1ccccc1)C(C#N)C#N (configuration not stated) | 0% | -5% | -2.1% | 0% | 10% | i | 0% | 2.4% | 1% | nt | i
CCCCOC(=O)Nc1cc(OC)c(Cl)cc1OC | 0% | -14% | -0.4% | 13% | 21% | nt | 25% | 0.3% | -8% | -2.4% | nt
CCCS(=O)(=O)N1CCn2c(nc3ccccc32)C1 | nt | 0% | 0.9% | 0% | 0% | nt | 3% | -0.6% | -4% | -0.5% | nt
COC(=O)C1=C(C)N=C2SCCC(=O)N2C1c1cccs1 (configuration not stated) | -2% | 10% | -0.9% | -4% | 1% | nt | -8% | -3.5% | 0% | 1.0% | nt
CC1(C)CC(O)C(C)(C)N1O (configuration not stated) | 2% | -1% | -0.5% | -3% | -8% | i | -6% | -0.8% | -1% | 2.3%[0.369 µM] | ?

Copied from the list:
N#Cc1nc(N2CCCCC2)nc(N2CCOCC2)n1 in BRCT PPI red → 0.3%
CCOC(=O)C1CCN(Cc2c(F)cccc2Cl)CC1 in HBB splice mod → -0.7%

Next part:
SMILES | GFP derepression | ALOX15 inhib | BRCT PPI red | Ub-GFP proteasome | CRE-bla Fsk | 4-MU autofl | Hsp90 Hop PPI | BRCT inh green | Pol III holo inh | HBB splice mod | A350 fluor
COc1ccc(NC(C)=O)cc1NC(=O)CN1CCN(S(=O)(=O)c2ccc(C(C)C)cc2)CC1 | 10% | 4% | -0.1% | -8% | 38% | i | -6% | -1.0% | 2% | 1.6% | i
Cc1csc2ncc(C(=O)Nc3ccon3)c(=O)n12 | -1% | 7% | 0.6% | -10% | 1% | 2.2e-06M* | -9% | 0.0% | -3% | 1.8% | 1.9e-06M*
Cc1ccnc(N2CCC(C(=O)Nc3cccc(C(F)(F)F)c3)CC2)n1 | -5% | -7% | -2.3% | -3% | 9% | i | 7% | 1.2% | -5% | nt | i
COc1cccc(-n2nnnc2SCC(=O)Nc2cccc(NC(C)=O)c2)c1 | -2% | 14% | -0.5% | -4% | ? | i | -4% | -2.1% | -5% | -1.5% | i
CC1=NC2(CCCc3c2no[n+]3[O-])N(O)C1(C)C (configuration not stated) | -2% | -6%[11.4 µM] | -0.7% | -7%[9.17 µM] | 9%[7.6 µM] | nt | -6%[11 µM] | -0.4% | -1%[11.4 µM] | 1.6%[0.0738 µM] | nt
O=C(Nc1cccc(C(F)(F)F)c1)c1ccco1 | 3% | -5% | -0.4% | -1% | 0% | i | -8% | 1.8% | 0% | -1.7% | i
Cc1ccccc1OCc1nc(-c2ccc(-n3cccc3)cc2)no1 | 0% | -9% | 1.7% | 16% | 7% | nt | 6% | -2.1% | 0% | 0.6% | nt
C#CCOC(=O)c1ccccc1C(=O)OCC#C | 2% | 2% | 0.5% | 0% | 20% | ? | 0% | -2.1% | -4% | -0.9%[0.369 µM] | 1.1e-08M*
Cc1ccc(-c2noc(-c3ccccc3C(=O)N3CCCC3)n2)cc1 | 0% | -10% | -0.8% | -4% | 18% | i | -2% | -2.8% | -3% | -0.7%[1.84 µM] | i
NC1=NC2(CCN(Cc3ccccc3)CC2)n2c(nc3ccccc32)N1 | -2% | -19% | 0.3% | 3% | -5% | i | -6% | 1.0% | 6% | 0.4%[57.5 µM] | i
CC1(C)Cc2ccccc2-c2nnc(-c3ccccn3)n21 | -3% | 5% | -0.9% | 29% | ? | i | 0% | -0.1% | -4% | 4.5% | i
COC(=O)N1[C@H](C)C=C[C@]1(Cc1ccccc1)C(=O)NCc1ccc(C)o1 | nt | -16% | -0.9% | nt | ? | nt | -2% | 0.2% | 1% | -0.7% | nt
O=C(Nc1ccc(Br)cc1F)C1CCCN(S(=O)(=O)c2cnc[nH]2)C1 (configuration not stated) | 5% | -1% | 1.3% | 1% | -4% | nt | -2% | -0.4% | -3% | -0.4% | nt
Cc1nnc2ccc(N3CCN(c4cccc(C(F)(F)F)c4)CC3)nn12 | nt | 10% | -1.3% | -6% | ? | nt | -4%[2.3 µM] | -1.1% | -5% | -0.2% | nt
Cc1ccc2[nH]c(=O)c3cc(C(=O)N4CCN(C(=O)c5ccco5)CC4)sc3c2c1 | 5% | 3% | -1.6% | 3% | ? | nt | -7% | 4.2% | -25% | -0.2% | nt
O=C1C2C(C(=O)N1CC1CCCO1)C1C=CC2C12CC2 (configuration not stated) | -2% | 4%[11.4 µM] | 0.0% | -18%[9.17 µM] | -10%[7.6 µM] | nt | -3%[11 µM] | -1.5% | -1%[11.4 µM] | -0.2%[0.0738 µM] | nt
CCOC(=O)c1ccc(NC(=O)CSc2nccn2C)cc1 | -2% | 17% | 1.0% | -7% | 4% | i | -11% | 1.2% | -4% | nt | i
CCOC(=O)c1sc2nc(N3CCOCC3)c3c(c2c1N)CCCC3 | 0% | -10% | 0.4% | 0% | ? | 8e-07M* | 4% | -0.6% | 0% | 0.5%[1.84 µM] | 6e-07M*
CCc1nnc(NC(=O)C2CCCN(c3nc4ccccc4s3)C2)s1 (configuration not stated) | 0% | 10% | 0.1% | 13% | -9% | i | -1% | -3.0% | 0% | -0.9% | i
O=C1C(O)CC2c3ccccc3CC3(CCCC3)N12 (configuration not stated) | -2% | ? | 0.7% | -3% | -7% | nt | 3% | -0.3% | -8% | ? | nt
CCOC(=O)C(C(C)=O)c1nc(C)nc2c1nnn2Cc1ccccc1Cl (configuration not stated) | -3% | ? | 0.4% | 1% | ? | ? | 5% | 1.7% | -3% | nt | ?
